Pf Dd2 growth: inhibitors of Plasmodium falciparum Dd2 growth; P. falciparum Dd2 growth, SYBR Green, 72 h; Potency, µM (top dose mostly 28.9 µM), for inactives: at the top dose activity, negative = inhibition, actives largely listed as inhibitors; 120,000 compounds, 4.3% hits; active = well fitted inhibition curve with a large enough effect; inconclusive = small, poorly fitted or top-dose-only effect; inactive = no such curve, though single readings can be large or run the other way;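 also: plate controls were DMSO vehicle for no effect and reference drug for full effect; nearly all actives have a fitted effect of over 65% in size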
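Readout: SYBR Green fluorescence, 485 nm excitation, 535 nm emission, after ~16 h lysis at 37C. Before that, Dd2-infected red cells (2.5% hematocrit) grew 72 h with compound, 29 uM top final concentration.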
Starred values were filed as active, the others as inactive; i = inactive; u = inconclusive; [ ] = another dose, or the depositor's remark. Potency is read from the fitted curve at half-maximal effect. Only part of the results is shown; count on the stated rates, not on these rows.

SMILES	Pf Dd2 growth
Cc1ncc2c(n1)C[C@@H]1CC[C@H]2N1S(=O)(=O)c1ccc2c(c1)C(C)(C)C(=O)N2	i
O=C(NCC(F)(F)F)c1cc(C2CC2)nc2c1c(C1CCCN1)nn2-c1ccccc1 (configuration not stated)	8.9µM*
Cc1ccc(S(=O)(=O)N2CCCC(CCC(=O)NCc3ccccc3)C2)cc1 (configuration not stated)	-17%
Cn1cc(-c2ccncc2)cc1C(=O)N1CCN(c2ccc(F)cc2)CC1	u
O=C(c1ccccc1)N1CCC2(CC1)CN[S+](=O)([O-])c1cccnc1O2	13%
CCc1ccc(NC(=O)CCn2c(=O)c3cccn3c3ccccc32)cc1	i
Cc1ccc(CN2C(=O)OC(c3cccc(NC(=O)c4ccccc4)c3)C2C(=O)NCCC(C)C)cc1 (configuration not stated)	7.1µM*
Cc1ccc2c(c1)c1c3n2CCN(C(=O)c2cccc(C(F)(F)F)c2)C3CCC1 (configuration not stated)	-9%
Cc1ccc(N2CC(NC(=O)C3CCCC3)CC2=O)cc1C (configuration not stated)	15%
COc1ccc(CC(=O)Nc2nc3c(s2)CC(C)CC3)cc1 (configuration not stated)	72%[activator]

Structural class, the entries above containing four or more nitrogen atoms.
SMILES	Pf Dd2 growth
Cc1ncc2c(n1)C[C@@H]1CC[C@H]2N1S(=O)(=O)c1ccc2c(c1)C(C)(C)C(=O)N2	i
O=C(NCC(F)(F)F)c1cc(C2CC2)nc2c1c(C1CCCN1)nn2-c1ccccc1 (configuration not stated)	8.9µM*
Cn1cc(-c2ccncc2)cc1C(=O)N1CCN(c2ccc(F)cc2)CC1	u

More structures.
SMILES	Pf Dd2 growth
Cc1ccc([S+](=O)([O-])N2CCc3nc(-c4ccc(Cl)cc4)nc(-c4ccccc4)c3C2)cc1	u
COc1ccccc1N1CCN(C(=O)C[C@@H]2CCNC[C@@H]2Cc2cc(COc3ccccc3)on2)CC1	-29%
CC(=O)Nc1ccc(CN2CCC[C@H]2c2nc(-c3ccnc(N4CCC(C(N)=O)CC4)c3)no2)cc1	-19%
O=C(Nc1ccc(Oc2ccccc2)cc1)O[C@@H]1CO[C@H]2[C@@H]1OC[C@@H]2n1nnnc1-c1ccc(-c2ccccc2)cc1	i
CCN(CC)C(=O)Cn1c(=O)n(-c2ccc(C)c(C)c2)c(=O)c2c3c(sc21)CCCCC3	33%[activator]
O=C(c1ccc2c(c1)N(Cc1cccc(Cl)c1)C(=O)c1ccccc1S2(=O)=O)N1CCCCC1	-11%
O=C1NCCOCCCN(S(=O)(=O)c2cccs2)[C@H]2CCC[C@@H]12	0%
Cc1ccc(C(=O)N[C@@H]2CN(c3ccncn3)C[C@H]2CN(C)C)s1	-30%
O=C1NC2(CN(Cc3ccsc3)C2)Oc2ccccc21	i
Cc1ccc(C(=O)N2CCC3(CC2)[C@H](O)C[C@@H]3O)cc1N1CCNC1=O	-3%
COCc1cn(C[C@H]2CC3CCN2C[C@@H]3C(=O)Nc2ccccc2)nn1 (some centres not stated)	28%[44.1 µM]
O=C1c2c(nc(COc3cc(F)cc(F)c3)n2Cc2ccccc2)NCCN1Cc1ccccc1	-21%
COC(=O)c1nnn(CC(=O)Nc2c(C)cccc2C)c1N	55%[activator]
O=C(NC1CCCc2c1[nH]c1ccccc21)c1ccccn1 (configuration not stated)	-20%
O=C(N[C@@H]1CN(Cc2ccccc2)C[C@H]1CO)c1ccc(=O)[nH]c1	28%
CCC(C)NC(=O)Cn1c(=O)n(-c2ccc(C)cc2)c(=O)c2ccccc21 (configuration not stated)	32%[activator]
Cn1cc(CNC(=O)C[C@@H]2C[C@H]3O[C@H](CN)[C@@H](O)[C@H]3O2)cn1	32%[activator][44.1 µM]
Cc1noc(C)c1-c1cc2cc(CNC3CCOCC3)oc2c(NC2CCN(C)CC2)n1	-8%[44.1 µM]
CC(=O)N1CCC(NC[C@H]2O[C@@H]3C[C@@H](CC(=O)NCc4cnn(C)c4)O[C@@H]3[C@@H]2O)CC1	7%
COCc1nc(C2CC(N)C2)cc(N(C)Cc2csc(C(C)C)n2)n1 (configuration not stated)	u
CCCCN1CCN(C(=O)[C@@]23CCCC[C@H]2N(CCC(C)C)C(=O)CC3)CC1	u
CCn1c(CNC(=O)c2ccc(OC)cc2)nnc1SCC(=O)Nc1ccc(F)cc1	-13%
C=CCN(C)C(=O)[C@H]1CN2CCC1C[C@@H]2Cn1cc(CO)nn1 (some centres not stated)	27%[44.1 µM]
Cc1nc(-c2ccc(F)cc2)n(Cc2nc(-c3ccc(Cl)cc3)oc2C)c(=O)c1CCO	-12%
O=C(/C=C/c1ccccc1)Nc1nc2n(n1)C(c1ccc(Cl)cc1)C=C(c1ccccc1)N2 (configuration not stated)	11µM*
O=C(Nc1ccccc1F)N1CC2CCC(C1)N2Cc1cccc(-c2ccsc2)c1	u
CC(C)C[C@@H]1N[C@H](C(=O)NC(C)C)Cc2c[nH]c3cccc1c23	-1%[44.1 µM]
COc1cc2c(cc1Oc1ccccc1)NC(=O)C21CCN(C(=O)c2cccnc2)CC1	i
Cc1cccc(N2CCN(C(=O)c3ccc4c(c3)N(C)C3CCCCCN3C4=O)CC2)c1 (configuration not stated)	8.9µM*
COc1ccc2c(c1)nc1n2[C@@H](CNC2CCOCC2)COC1	3%[44.1 µM]
COc1ccc(CN2CCC[C@H]2c2nc(-c3cncnc3N)no2)c(O)c1	u
Cc1ccc(C)c(-n2nnc(-c3nc(-c4ccc(Cl)cc4)no3)c2N)c1	-1%
Fc1ccccc1-c1noc(-c2nc(-c3ccccc3F)no2)n1	-1%
COc1ccc(OCC(=O)OCc2cc(=O)n3cc(C)sc3n2)cc1	17%
Cn1nnnc1C1CCCN(C(=O)c2ccc(F)cc2)C1 (configuration not stated)	9%
Cc1cc(C)c2nc(C)cc(Nc3cccc(C(=O)O)c3)c2c1	-7%
CCc1ccc(CNC(=O)CCc2conc2-c2cccc(C)c2)cc1	-9%
CN(Cc1cccn1C)C(=O)c1ccc(C(F)(F)F)cc1	i
O=C1CCN(Cc2ccncc2)CCCC(C(=O)N2CCCC2)CCN1 (configuration not stated)	-2%
COc1cccc2cc(-c3nc4ccc(C)cc4[nH]3)c(=O)oc12	9%
CN1CCN(C(=O)Nc2cccc(Cl)c2)c2cccnc21	30%
Cc1ccc(-n2c(=O)c3c(C)c(C)sc3n(CC(=O)NCc3ccccc3)c2=O)cc1C	47%[activator]
CN1C(=O)[C@@H]2C[C@@H](O)CN2C2(CN(C3CCCCC3)C2)C1=O	i
Cc1c(C(=O)NCCc2ccc(Cl)cc2)sc2nc3n(c(=O)c12)CCCC3	u
COc1ccc(C2Cn3cnc(C(=O)N4CCC(C(=O)Nc5cccc(Cl)c5)CC4)c3CO2)cc1 (configuration not stated)	-22%
COc1ccc(CC(=O)N2CCc3nc(C)nc(-c4ccc(Cl)cc4)c3CC2)cc1	-16%
CC(Cc1ccncc1)NCc1ccc(OCC(=O)N2CCOCC2)cc1 (configuration not stated)	-12%
O=C(NC[C@H]1OC[C@@H](NCc2cnc[nH]2)[C@@H]1O)c1ccncc1	12%[44.1 µM]
CCCNC(=O)c1ccccc1NC(=O)c1nsc2ccccc12	u
O=c1[nH]c(=O)n2c(c1-c1ncon1)CCCC2	-7%
Continued:
SMILES	Pf Dd2 growth
CCc1ccc(NC(=O)c2sc3nc(C)c(Cl)c(C)c3c2N)cc1	u
CN(C)c1ccc(CN(Cc2ccco2)C(=O)c2ccc(F)cc2)cc1	10%
CC(C)N1C[C@H](O)C[C@H]1c1nnc2n1CCN(C(=O)c1ccnn1C)CC2	14%
N#Cc1cccnc1-c1ccc(C(=O)O)cc1	u
O=C(C1CCCC1)N1CC2(CCN(Cc3ccccn3)C2)OCc2ccccc21 (configuration not stated)	u
COc1cccc(OCc2nc3ccccc3n2CCOc2ccc(C)cc2)c1	-9%
Cc1noc(C)c1C(=O)N1CCN(c2ccc(C=O)cc2)C(=O)C1	44%[activator]
COc1ccc(NC(=O)c2sc3nc(C)c(C(=O)Nc4ccc(C)cc4C)c(-c4ccc(C)o4)c3c2N)cc1	8.9µM*
OCC1CN(c2ncccn2)CC12CCN(Cc1ccncc1)CC2 (configuration not stated)	-10%
CCc1ccc(NC(=O)Cn2ccn(Cc3ccccc3OC)c(=O)c2=O)cc1	28%
COc1ccc(N2CCN(C(=O)CCC[C@@H]3[C@H]4CCCN5CCC[C@@H](CN3C(C)=O)[C@@H]45)CC2)cc1	i
COc1ccc(-n2ncc(C(=O)N3CCN(c4cc(C)ccc4C)CC3)c2C2CCN(C(=O)OC(C)(C)C)CC2)cc1	25%
Cc1ccc(C)c(Cn2c(=O)n(-c3ccccc3)c(=O)c3c4c(sc32)CCCC4)c1	9%
COc1ccc(C(CC(=O)Nc2ccccn2)N2Cc3ccccc3C2=O)cc1OC (configuration not stated)	-8%
Cc1nc(-c2c3n(c(=O)n(CC(=O)Nc4ccc(C)c(F)c4)c2=O)CCCCC3)no1	14%
COc1cccc(NC(=O)CSc2nc3cc(OC)c(OC)cc3c3nc(-c4ccccc4)nn23)c1	u
COc1ccc(CCNC(=O)c2ccc3c(Cl)c4c(nc3c2)CCCC4)c(OC)c1	-23%
CCOC(=O)c1oc2ccc(S(=O)(=O)NCC3Cn4cccc4C(=O)N3C)cc2c1C (configuration not stated)	13µM*
CN(C)c1cccc(C(=O)Nc2ccc(-c3nc4ccccc4s3)cc2)c1	u
CCOC(=O)C1CCCCC(=O)N1 (configuration not stated)	22%
CN(C)C[C@@H]1CN(C2CCOCC2)C[C@H]1NC(=O)c1ccnn1C	4%
COc1ccccc1CC(=O)N[C@@H]1CN(C)C[C@H]1CN(C)C	0%
Cc1ccc(NC(=O)C2CCC(CNS(=O)(=O)c3cccc4nsnc34)CC2)c(Cl)c1 (configuration not stated)	i
Cn1cccc1CN1CC(Oc2ccc(F)cc2F)C1	u
Cc1noc(-c2cn(C3CCN(C(=O)c4cccc5[nH]ccc45)CC3)nn2)n1	-24%
Cc1nc(C2CCCN(C(=O)Cc3ccc(S(C)(=O)=O)cc3)C2)n[nH]1 (configuration not stated)	20%
COc1ccccc1C(=O)N1CCn2c(nnc2C2CCNCC2)C1	13%
CC(Cc1cnccn1)Nc1ccc(-c2nc(-c3cccc(Cl)c3)no2)cn1 (configuration not stated)	-3%
COc1ccc(CN2C[C@@H](CO)[C@H](NC(=O)C3CCC3)C2)cc1	9%
Fc1ccccc1CN1CCC[C@H]1c1nc(-c2ccnc(N3CCOCC3)c2)no1	u
COc1ccccc1-c1ccc2ncc(Nc3ccc4c(c3)OCO4)n2n1	-5%[44.1 µM]
CNC(=O)N1CCC(C2CCN(C(=O)c3cscn3)C2)CC1 (configuration not stated)	1%
CCOC(=O)c1ccccc1NC(=O)c1cc2ccc3cccnc3c2[nH]1	-14%

Gathered by group, the compounds so far with a Cl atom (13)
SMILES	Pf Dd2 growth
Cc1ccc([S+](=O)([O-])N2CCc3nc(-c4ccc(Cl)cc4)nc(-c4ccccc4)c3C2)cc1	u
O=C(c1ccc2c(c1)N(Cc1cccc(Cl)c1)C(=O)c1ccccc1S2(=O)=O)N1CCCCC1	-11%
Cc1nc(-c2ccc(F)cc2)n(Cc2nc(-c3ccc(Cl)cc3)oc2C)c(=O)c1CCO	-12%
O=C(/C=C/c1ccccc1)Nc1nc2n(n1)C(c1ccc(Cl)cc1)C=C(c1ccccc1)N2 (configuration not stated)	11µM*
Cc1ccc(C)c(-n2nnc(-c3nc(-c4ccc(Cl)cc4)no3)c2N)c1	-1%
CN1CCN(C(=O)Nc2cccc(Cl)c2)c2cccnc21	30%
Cc1c(C(=O)NCCc2ccc(Cl)cc2)sc2nc3n(c(=O)c12)CCCC3	u
COc1ccc(C2Cn3cnc(C(=O)N4CCC(C(=O)Nc5cccc(Cl)c5)CC4)c3CO2)cc1 (configuration not stated)	-22%
COc1ccc(CC(=O)N2CCc3nc(C)nc(-c4ccc(Cl)cc4)c3CC2)cc1	-16%
CCc1ccc(NC(=O)c2sc3nc(C)c(Cl)c(C)c3c2N)cc1	u
COc1ccc(CCNC(=O)c2ccc3c(Cl)c4c(nc3c2)CCCC4)c(OC)c1	-23%
Cc1ccc(NC(=O)C2CCC(CNS(=O)(=O)c3cccc4nsnc34)CC2)c(Cl)c1 (configuration not stated)	i
CC(Cc1cnccn1)Nc1ccc(-c2nc(-c3cccc(Cl)c3)no2)cn1 (configuration not stated)	-3%

Compound activity (PubChem)
